Assay outcomes from PubChem.
IL1B secr inh – inflammasome signaling inhibition, IL-1 beta readout; THP-1 LPS/ATP IL-1B secretion, AlphaLISA, 16 h; active compounds read low; activity change, % at 57.5 µM; 4.7% of 360,000 active; AID 743279; in the data active = activity change below about -50%; inconclusive = mostly about -30% to -49%; also: % is scaled to controls: 0 for no effect and ±100 for the full control effect
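THP-1 cells pretreated 1 hr with compounds (up to 57.5 uM final), then stimulated with LPS (250 ng/mL final) plus ATP (1.25 mM final); secreted IL-1B measured by AlphaLISA after 16 hr, decreased signal indicating inhibition.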
HT1080-NT tox – kills 2HG-producing HT-1080-NT fibrosarcoma cells. 1.6% of 360,000 active. Potency, µM (top dose mostly 46.1 µM), for the others: at the highest dose activity, negative = less viability, usual class: cytotoxic. HT-1080-NT fibrosarcoma viability, CellTiter-Glo ATP luminescence, 48 h;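 also: NT is the 2HG producing partner of a matched IDH1 knockdown line; potency is read from the fitted curve at half-maximal effect; 0% = DMSO-treated cells and -100% = media-only wells without cells; nearly all actives have a fitted effect of over 55% in size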
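Toxicity toward the 2HG-producing NT line was scored as %Activity, normalised to DMSO and no-cell wells, from CellTiter-Glo luminescence after 48 hours' treatment.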
KB-V1 MDR tox – kills drug-selected multidrug resistant KB-V1 cells | Potency, µM (doses to about 46.1 µM), without a hit: at the top dose activity change, negative = cytotoxicity, usual class: cytotoxic | AID 1347076 | 3.4% of 400,000 active | KB-V1 MDR cells viability, CellTiter-Glo, 72 h; also: potency is read from the fitted curve at half-maximal effect; % is scaled to controls: 0 for no effect and ±100 for the full control effect; nearly all actives have a fitted effect of over 60% in size
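In this primary screen, KB-V1 cells overexpressing P-gp are incubated with library compounds (lowest to highest concentration) for 72 h at 37 degrees C before a luminescent ATP viability read.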
KB-3-1 tox – kills parental KB-3-1 adenocarcinoma cells | KB-3-1 viability, CellTiter-Glo ATP luminescence, 72 h | Potency, µM (series often up to 46.1 µM), inactives show top-dose activity change, negative = cytotoxic, actives largely listed as cytotoxic | 1.4% of 400,000 active | AID 1347075; also: potency is read from the fitted curve at half-maximal effect; % is scaled to controls: 0 for no effect and ±100 for the full control effect; nearly all actives have a fitted effect of over 60% in size
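Cytotoxicity in the drug-sensitive parental line KB-3-1 was scored as loss of CellTiter-Glo luminescence following 72 h incubation with compound. Values come from curve fitting of normalized concentration-response data.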
MCF10A rerep – induces DNA re-replication in MCF 10a normal breast cells. MCF 10A DNA re-replication, Hoechst nuclear intensity, 48 h. Potency, µM (series often up to 46.1 µM), inactives show top-dose activity, positive = re-replication, actives largely listed as activators. 2.9% of 350,000 active; also: potency is read from the fitted curve at half-maximal effect; % of control where 0% means no effect; nearly all actives have a fitted effect of over 50% in size
DRD3 agonist – agonists of human D3 dopamine receptor | P35462 | AID 652048 | 0.58% of 410,000 active | D3R DiscoveRx beta-arrestin cells, luminescence, 90 min | max activation, %; in the data active = max activation above about 30%; also: 0% is about no effect; mostly tested at two doses, the higher about 12 µM
Target sequence (P35462 whole entry, looked up): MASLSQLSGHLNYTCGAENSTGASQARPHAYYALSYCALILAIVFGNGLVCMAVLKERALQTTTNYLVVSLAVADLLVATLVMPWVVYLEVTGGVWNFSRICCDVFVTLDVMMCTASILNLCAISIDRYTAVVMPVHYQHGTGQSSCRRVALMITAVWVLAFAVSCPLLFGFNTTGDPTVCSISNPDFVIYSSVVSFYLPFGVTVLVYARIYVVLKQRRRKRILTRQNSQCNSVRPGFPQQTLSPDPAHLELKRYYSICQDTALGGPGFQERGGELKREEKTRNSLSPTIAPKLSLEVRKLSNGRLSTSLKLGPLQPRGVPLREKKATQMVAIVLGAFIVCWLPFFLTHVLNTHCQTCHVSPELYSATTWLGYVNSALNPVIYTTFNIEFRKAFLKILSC
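Agonist-mode cell screen: cells plated at 1500/well and incubated overnight at 37 °C, then exposed to library compounds for 90 min at 37 °C. Detection reagent was added for 30–60 min at room temperature, and luminescence was read.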
SW480 rereplic – DNA re-replication induction in SW480 cells | SW480 DNA re-replication, Hoechst DNA content imaging, 48 h | 1.8% of 340,000 active | Potency, µM (highest dose often 46.1 µM), inactives show top-dose re-replication activation, actives largely listed as activators; also: potency is read from the fitted curve at half-maximal effect; % of control where 0% means no effect; nearly all actives have a fitted effect of over 55% in size
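Per well, 250 cells were exposed to pinned compound for 48 hr. Nuclear DNA was visualised with Hoechst (40 min, 37 C) and total object intensity recorded by fluorescence scanning.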
HT1080 IDH1KD tx – toxicity to HT-1080 IDH1 knockdown cells (counter line); Potency, µM (titrated, usually from 46.1 µM), for inactives: at the highest dose activity, negative = toxicity, hits mostly cytotoxic; 2% of 360,000 active; HT-1080 IDH1 knockdown viability, ATP luminescence, 48 h; AID 686971;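 also: potency is read from the fitted curve at half-maximal effect; 0% = DMSO wells and -100% = cell-free medium wells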
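Knockdown cells (IDH1KD HT-1080) received compounds 2 h after plating at 750 cells/well and were kept 48 h at 37 °C in 5% FBS RPMI. A CellTiter-Glo luminescence read gave % activity for curve fitting.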
HEK293 tox – cytotoxicity counter-screen for GLP-1 receptor inverse agonists. HEK293 cAMP-luciferase reporter cells, luminescence, 24 h. Potency, µM (series often up to 38.3 µM), for inactives: at the top dose activity change, negative = inhibition, actives largely listed as inhibitors. 0.13% of 410,000 active;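 also: loss of luciferase light is scored as toxicity; potency is read from the fitted curve at half-maximal effect; % is scaled to controls: 0 for no effect and ±100 for the full control effect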
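Cells in DMEM/10% Nu serum/1% pen-strep, 1536-well format. Pre-incubated 12 h, dosed with 23 nL compound, incubated a further 24 h. Luciferase detection, 12 min at room temp, luminescence.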
Active calls of the source: *; ? = inconclusive; / = no result given; & = joins results of further samples; [ ] = remark or other dose. Unless noted, calls follow the shape of the dose curve; as a rule, active = well fitted curve in the direction sought with a large enough effect; inconclusive = small, poorly fitted or top-dose-only effect, or another doubt; inactive = no such curve, though single readings can be large; an effect the other way counts as inactive or inconclusive.

nr | SMILES | IL1B secr inh | HT1080-NT tox | KB-V1 MDR tox | KB-3-1 tox | MCF10A rerep | DRD3 agonist | SW480 rereplic | HT1080 IDH1KD tx | HEK293 tox
1 | COc1ccc(CN2CCN(C(=O)COc3cccc(C)c3)CC2)c(OC)c1 | -11 | 4% | 2.3µM* | 4% | 19% | -17 | ? | -18% | 4%
2 | COc1cc(C(=O)N/N=C/c2ccc(OC(=O)c3ccccc3Cl)c(OC)c2)ccc1O | 10 | -6% | / | / | 7% | -1 | -13% | -19% | ?
3 | CCn1c(O)c(/C=N/NC(=O)c2ccccc2)c(=O)[nH]c1=S | 9 | -25% | 16% | 2% | -5% | 0 | -7% | -4% | 6%
4 | Cc1ccc(CS(=O)(=O)Cc2ccc(C(=O)N3CCC4(CC3)OCCO4)o2)cc1 | 15 | 0% | -24% | 6% | 9% | 4 | -1% | 4% | -9%
5 | Nc1c(C(=O)Nc2ccc(Cl)cc2)sc2nc3c(cc12)N1CCC3CC1 | / | / | 7.3µM* | -30% | / | 2 | / | / | -4%
6 | O=c1oc2ccccc2c(O)c1C(c1ccccn1)c1c(O)c2ccccc2oc1=O | 41 | -2% | -35% | 4% | -3% | -1 | -7% | 0% | 3%
7 | O=C(Cc1ccccc1)N1CCN(CC2CC=CCC2)CC1 (centres undefined) | 8 | 17% | ? | 5% | -34% | -16 | 6% | -6% | 18%
8 | CCC(c1nnnn1C1CCCC1)N1CCC2(CC1)C(=O)NCN2c1ccccc1 (centres undefined) | -15 | 16% | -14% | 0% | / | -16 | / | 4% | 0%
9 | Cc1ccc(Cn2nnnc2CN2CCC(n3nnc4cc(C(F)(F)F)ccc43)CC2)cc1 | ? | ? | ? | -26% | 12% | 1 | ? | ? | -12%
10 | CC1(CCO)C(=O)NC(=S)NC1=O | -3 | 0% | -15% | 18% | -5% | -10 | 1% | -3% | 16%
11 | O=S1c2ccccc2-c2ccccc21 | 4 | 4% | 9% | -3% | / | 1 | / | 7% | 1%
12 | COc1ccc(/C=C2\Oc3cc(OC(=O)N4CCOCC4)ccc3C2=O)c(OC)c1 | 11 | 1% | -24% | -1% | -3% | 11 | ? | 1% | 0%
13 | COc1ccc(NS(=O)(=O)c2cc(N=Nc3c(O)[nH]c(=O)[nH]c3=O)ccc2OC)cc1Br | 0 | -17% | -7% | -12% | / | -3 | / | -12% | ?
14 | CCOc1cc(CNCCc2ccccc2F)ccc1OC | -18 | -2% | 1% | 0% | 5% | -3 | -11% | 0% | -31%
15 | Cc1ccc(C(=O)C2C(=O)c3ccccc3C2=O)cc1 | 21 | -13% | 7% | -10% | -6% | -15 | 21% | 0% | 31%[activator]
16 | COc1ccc(OCC#CCN2CCC(C)CC2)cc1 | 0 | -6% | -28% | -17% | ? | -29 | ? | -6% | 18%
17 | Cc1ccc(NC(=O)CNC(=O)c2cccc(C)c2)nc1 | 26 | 14% | ? | -10% | -22% | -10 | -178%[inhibitor] | -1% | ?
18 | NP(=O)(OCCCc1ccccc1)c1ccccc1 (centres undefined) | 12 | 6% | 17% | 1% | 12% | 36* | 0% | 8% | -13%
19 | COc1ccc(C(=O)C(Cc2ccccc2)N(C)C)cc1 (centres undefined) | 1 | 10% | -1% | -30% | 1% | -13 | 19% | -3% | 1%
20 | CCCNC(=O)N1C2CCC1CC(O)(c1cccnc1)C2 (centres undefined) | 9 | 14% | 5% | 16% | 8% | -16 | -13% | 8% | 28%
21 | NC(Cc1ccccc1)c1csc(Nc2ccccn2)n1 (centres undefined) | -19 | ? | -6% | -11% | / | -16 | / | ? | -14%
22 | Cc1cccn2c(=O)c3cc(C(=O)NCc4ccco4)c(=N)n(C4CCCCC4)c3nc12 | -98* | ? | ? | 2% | 23µM* | -3 | 16µM* | ? | 45%[activator]
23 | C#CC1(O)C=CC2C3CCC4=CC(=O)CCC4C3CCC21CC (centres undefined) | -8 | 0% | ? | -23% | -2%&2% | 3 | -15%&-3% | 5% | 2%
24 | O=c1[nH]c(=S)n(Cc2ccc(F)cc2)c(O)c1C=NCC1CCCO1 (centres undefined) | -14 | -10% | 2% | 26% | 11% | 0 | -12% | -7% | -25%

(more compounds)
Keys – A = IL1B secr inh; B = HT1080-NT tox; C = KB-V1 MDR tox; D = KB-3-1 tox; E = MCF10A rerep; F = DRD3 agonist; G = SW480 rereplic; H = HT1080 IDH1KD tx; I = HEK293 tox
25: CCOC(=O)/C(=N\Nc1ccccc1)N1CC1
  A: 17 | B: 4% | C: 14% | D: 3% | E: 6% | F: -2 | G: -3% | H: 10% | I: 0%
26: COc1ccccc1C=C1C(=O)NC(=S)NC1=O
  A: ? | B: -2% | C: -16% | D: 0% | E: 3% | F: -3 | G: 0% | H: -5% | I: 16%
27: CC12CCC3C(CCC4(O)CC(O)CCC34C=O)C1(O)CCC2C1=CC(=O)OC1 (centres undefined)
  A: ? | B: 1.6µM* | C: ? | D: 1.3µM* | E: ? | F: 9 | G: ? | H: 1.5µM* | I: ?
28: S=C=Nc1cccc(C2(N3CCCCC3)CCCCC2)c1
  A: -54* | B: 23µM* | C: -20% | D: -7% | E: ? | F: 84* | G: ? | H: 18µM* | I: ?
29: Fc1ccc2c(c1)nnn2C1CCN(Cc2nnnn2CCc2ccccc2)CC1
  A: -24 | B: -11% | C: -24% | D: -1% | E: 1% | F: -9 | G: -19% | H: -1% | I: -7%
30: O=C(Cc1ccccc1)OC(COCc1ccccc1)CN1CCOCC1 (centres undefined)
  A: 18 | B: -4% | C: 16% | D: -7% | E: -3% | F: -10 | G: 2% | H: -1% | I: 7%
31: COc1ccc(CCNC(C)CCc2ccc(OC)cc2)cc1 (centres undefined)
  A: -64* | B: ? | C: ? | D: 7% | E: -13% | F: -30 | G: ? | H: -26% | I: 2%
32: COc1cc(CN=C(C)c2c(O)n(C)c(=O)n(C)c2=O)cc(OC)c1
  A: 1 | B: 1% | C: ? | D: ? | E: 13% | F: -5 | G: -7% | H: -3% | I: -1%
33: C[C@]12CCC3C(CC[C@H]4C[C@H](O)CC[C@]34C)C1[C@@H](O)C[C@@H]2O (some centres undefined)
  A: 4 | B: 4% | C: 6% | D: 5% | E: -1% | F: 1 | G: -9% | H: 11% | I: -2%
34: CCN(CC)C(=O)[C@H]1C[C@H](CC(=O)NCC23CC4CC(CC(C4)C2)C3)C(=O)N2CCc3c([nH]c4cc(-c5ccco5)ccc34)[C@]12C
  A: 3 | B: 8% | C: -5% | D: -7% | E: -3% | F: -5 | G: ? | H: 15% | I: -12%
35: C=C1N2CCC(CC2)C1(O)c1ccccc1C (centres undefined)
  A: 1 | B: 1% | C: ? | D: 5% | E: 1% | F: 1 | G: -2% | H: -1% | I: 10%
36: CN1C(=O)C(Cc2ccccc2)C(=O)N(C)C1=O
  A: 11 | B: 14% | C: 2% | D: 0% | E: -2% | F: 2 | G: -1% | H: 17% | I: -14%
37: CCc1ccc(N2C(=O)NC(=O)/C(=C/c3cccn3CCOc3ccc(C(C)CC)cc3)C2=O)cc1 (centres undefined)
  A: -28 | B: -2% | C: 7% | D: -3% | E: 13µM* | F: -5 | G: 13µM* | H: -2% | I: -3%
38: CC(C(=O)Nc1ccc(Cl)cc1Cl)N1CC=C(c2ccccc2)CC1 (centres undefined)
  A: 8 | B: -1% | C: -30% | D: -3% | E: 16% | F: -2 | G: -3% | H: 0% | I: 24%
39: O=C(c1cc(F)ccc1F)C1CCCN(Cc2ccc3nonc3c2)C1 (centres undefined)
  A: -14 | B: -8% | C: ? | D: -15% | E: 1% | F: -14 | G: -2% | H: -9% | I: -2%
40: Cc1ccc(CN2C3CCCC2CC(NC(=O)Nc2cccc(F)c2)C3)cc1 (centres undefined)
  A: -70* | B: ? | C: 6% | D: ? | E: 3% | F: -17 | G: 17% | H: -20% | I: -23%
41: O=C(Nc1ccc(Cl)c(C(F)(F)F)c1)NC1CC2CCCC(C1)N2C1CC1 (centres undefined)
  A: ? | B: ? | C: ? | D: ? | E: 9% | F: 1 | G: 2% | H: ? | I: ?
42: CN1c2ccc([N+](=O)[O-])cc2CC2(C(=O)NC(=O)N(c3ccccc3)C2=O)C1c1ccccc1 (centres undefined)
  A: 19 | B: -8% | C: 18% | D: -8% | E: 10% | F: -5 | G: -1% | H: -10% | I: -24%

An excerpt of these results, with each value named:
37	CCc1ccc(N2C(=O)NC(=O)/C(=C/c3cccn3CCOc3ccc(C(C)CC)cc3)C2=O)cc1 (centres undefined)
  IL1B secr inh: -28	HT1080-NT tox: -2%	KB-V1 MDR tox: 7%	KB-3-1 tox: -3%	MCF10A rerep: 13µM*	DRD3 agonist: -5	SW480 rereplic: 13µM*	HT1080 IDH1KD tx: -2%	HEK293 tox: -3%

38	CC(C(=O)Nc1ccc(Cl)cc1Cl)N1CC=C(c2ccccc2)CC1 (centres undefined)
  IL1B secr inh: 8	HT1080-NT tox: -1%	KB-V1 MDR tox: -30%	KB-3-1 tox: -3%	MCF10A rerep: 16%	DRD3 agonist: -2	SW480 rereplic: -3%	HT1080 IDH1KD tx: 0%	HEK293 tox: 24%

39	O=C(c1cc(F)ccc1F)C1CCCN(Cc2ccc3nonc3c2)C1 (centres undefined)
  IL1B secr inh: -14	HT1080-NT tox: -8%	KB-V1 MDR tox: ?	KB-3-1 tox: -15%	MCF10A rerep: 1%	DRD3 agonist: -14	SW480 rereplic: -2%	HT1080 IDH1KD tx: -9%	HEK293 tox: -2%

40	Cc1ccc(CN2C3CCCC2CC(NC(=O)Nc2cccc(F)c2)C3)cc1 (centres undefined)
  IL1B secr inh: -70*	HT1080-NT tox: ?	KB-V1 MDR tox: 6%	KB-3-1 tox: ?	MCF10A rerep: 3%	DRD3 agonist: -17	SW480 rereplic: 17%	HT1080 IDH1KD tx: -20%	HEK293 tox: -23%

Only part of the results is shown (hit frequency here may not be typical).
